From PubChem BioAssay
P. falciparum M17LAP: P. falciparum M17LAP inhibitors, primary screen, biochemical, fluorogenic H-Leu-NHMec substrate, 1536-well (AID 1619). inhibition, % at 30 µM; hits with a dose series show IC50 in µM. 220,000 compounds, 0.38% hits. recombinant M17LAP, H-Leu-NHMec fluorogenic kinetic assay; higher % means a stronger effect;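 active = compound inhibiting the enzyme by more than half at any dose during confirmatory dose-response retesting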;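 note: plate controls were full reaction with DMSO carrier for no effect and no enzyme background for full effect; strong numbers were not always called active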
Insulin prom up: MIN6 insulin promoter up-regulation | MIN6 insulin promoter-GFP reporter, high-content imaging; hits give high values | z-score at 5 µM | 190,000 compounds, 0.3% hits;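 active = z-score above 3 at 5 µM with at least 500 cells counted in the well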
Autophagy HCS: alters autophagy in cells; MEF GFP-LC3 puncta imaging; test concentration mostly 10 µM; calls only at 10 µM (by protocol); 190,000 compounds, 0.98% hits;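 active = percentage of spot-positive cells more than 3 SD above its plate mean, without a fluorescence outlier flag or 80% toxicity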;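 note: spot-positive cell cutoff set from DMSO-treated cells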
Yfh1-off respiration: mitochondrial function rescue without frataxin homolog – Friedreich's ataxia, plus single-dose screen, dose response (AID 1465); fold induction at 50 µM; hits with a dose series show EC50 in µM; S. cerevisiae Yfh1-off respiration, WST-1 reduction, 72 h; higher fold induction means a stronger effect; 220,000 compounds, 0.074% hits;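 active = fold induction of absorbance versus untreated yeast above a set limit, then at least 30% activation at any dose in follow-up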;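 note: activators that raise dye reduction in frataxin-depleted yeast; strong numbers were not always called active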
CSM14.1 death rescue: protection against thapsigargin-triggered cell killing – 384-well, CSM14.1, ATP luminescence, primary screen (AID 1222) | 190,000 tested, under 10 active | one-dose cellular ATP content (survival), % at 20 µM; EC50 in µM for titrated hits | CSM14.1 thapsigargin-induced death rescue, ATP luminescence; higher % means a stronger effect;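 active = EC50 below 50 µM in the dose-response confirmation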;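 note: death triggered by thapsigargin at about 15 µM added after 2 h compound pretreatment; cell ATP read after overnight thapsigargin exposure of roughly 18 to 22 hours; normalized against plate controls of thapsigargin alone and 5% DMSO vehicle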
P. falciparum M1AAP: P. falciparum M1AAP inhibitors, biochemical, fluorogenic H-Leu-NHMec substrate, 1536-well (AID 1445) | recombinant M1AAP, H-Leu-NHMec fluorogenic kinetic assay; higher % means a stronger effect | inhibition, % at 30 µM; hits with a dose series show IC50 in µM | 220,000 compounds, 0.42% hits;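 active = primary inhibition above the hit cutoff, then over 50% inhibition at one or more dose response concentrations, cut at about 23% in these data, passing the limit was not always enough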;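 note: plate controls were DMSO full reaction for no effect and no enzyme background for full effect; strong numbers were not always called active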
Lipid droplet: modulators of hepatic lipid droplet formation; AML12 mouse hepatocytes, oleate lipid droplets, BODIPY imaging; AID 1656; inhibition, % at 6.5 µM; 240,000 compounds, 0.4% hits;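 active = lipid droplet intensity inhibited by at least 50%, with more than 500 cells counted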
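Material – AML12 mouse liver cells · Also added – oleate loading, 100 µM · Compound dosing – 6.5 µM single-point dosing · Times – overnight treatment with compound plus oleate · Measured by – fluorescence imaging, 20x objective, two fields per well · Read-out – percent inhibition of filter-corrected integrated lipid droplet intensity per well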
MT stabilizer: stabilizes microtubules in HeLa cells. HeLa tubulin immunostaining HCS, 24 h; share of cells brighter than vehicle mean+2SD. % tubulin-high responders, % at 10 µM. 200,000 compounds, 0.83% hits. AID 2205;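 active = plate Z-score above 3 for both tubulin-high and condensed-nucleus cell shares, with cell loss under 80%, at 10 µM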;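 note: anti alpha tubulin signal scored within the nucleus-defined area of each cell; some results filed as inactive read as strong as hits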
Dynein transport: blocks dynein driven cargo transport along microtubules. 220,000 compounds, 0.47% hits. 3617.4 mouse cells, GR-EGFP nuclear translocation imaging; test concentration mostly 20 µM; stimulated with dexamethasone, 1 µM; hits give low values. z-score, hits read low;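 active = plate z-score of nuclear minus cytoplasmic receptor signal below a set negative limit, without overly bright fluorescence or cell loss, cut at about -3.5 in these data, passing the limit was not always enough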;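 note: z-score of nuclear minus cytoplasmic ring GR-EGFP intensity difference per well; some compounds called inactive have numbers as strong as hits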
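Buffer or medium: tetracycline-free induction medium containing charcoal-stripped FBS / Reagent: dexamethasone agonist, 1.0 µM final, for 30 min / Technique: automated 10x imaging of fixed Hoechst-stained cells / Times: induction 48 h, compound 1 h, agonist 30 min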
Dynein transport cytoplasmic EGFP: also measured in Dynein transport; calls as there; z-score; measured here: cytoplasmic GR-EGFP intensity; hits give high values
Dynein transport nuclear GR-EGFP: second read-out of Dynein transport, no call of its own (marks repeat the call); z-score; measured here: nuclear GR-EGFP intensity;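 lower value marks the stronger effect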
Dynein transport cell count: also measured in Dynein transport; calls as there; z-score; measured here: cell count per field
Insulin prom up cell count: also measured in Insulin prom up; calls as there; cell count; measured here: cytotoxicity, nuclei count;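 total cells summed across four imaged fields per well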
Lipid droplet cells 6.5 µM: also measured in Lipid droplet; calls as there; cell count; measured here: cell count, cytotoxicity flag;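 cells counted across two imaged fields per well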
MT stabilizer Hoechst-high %: recorded beside MT stabilizer, whose call it bears; % Hoechst-high responders; measured here: nuclear condensation Hoechst responders;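 share of cells brighter than vehicle mean plus two SD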
MT stabilizer cytotoxicity %: recorded beside MT stabilizer, whose call it bears; toxicity, %; measured here: cytotoxicity by cell density;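 0% = mean cell density of plate MIN control wells and 100% = no cells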
Autophagy HCS cell loss 18 h: further read-out of Autophagy HCS, marked with its call; toxicity, %; measured here: cell loss, nuclei count;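 cell loss after 18 h compound exposure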
The depositor's hits bear a star; i = inactive; · = not tested or not shown; + = active, no number.

SMILES	P. falciparum M17LAP	Insulin prom up	Insulin prom up cell count	Autophagy HCS	Autophagy HCS cell loss 18 h	Yfh1-off respiration	CSM14.1 death rescue	P. falciparum M1AAP	Lipid droplet	Lipid droplet cells 6.5 µM	MT stabilizer	MT stabilizer Hoechst-high %	MT stabilizer cytotoxicity %	Dynein transport	Dynein transport cytoplasmic EGFP	Dynein transport nuclear GR-EGFP	Dynein transport cell count
COC(=O)C(C(=O)OC)=C(/C=C/N(C)C)N(C)C	18.7%	0.02	1298	i	25.7	i	-2.2%	19.6%	-4.2	725	6.2	3.3	9.4	-0.503	-0.142	0.293	0.834
CC(O)C(O)C(O)C(O)C1NCCS1 (centres undefined)	-0.2%	-0.16	1275	i	3.1	i	3.8%	0.9%	·	·	3.1	1.7	3.7	-0.986	-0.324	-0.193	0.255
COc1ccc(N2CCN(CCNC(=O)C3CCN(S(=O)(=O)c4cccs4)CC3)CC2)cc1	-4.7%	-0.48	667	i	-20.2	i	-1.5%	7.5%	·	·	5.3	3.6	5.4	-0.829	-0.217	-0.0272	-0.417
CCOc1ccc(NC(=S)NC(C)C(c2ccccc2)N2CCN(C)CC2)cc1 (centres undefined)	-2.6%	0.23	1136	i	9.6	i	·	5.9%	2.5	683	1.8	1.5	7.3	-0.47	-0.0103	-0.0848	0.317
CCc1ccc(-n2c(SCC(=O)Nc3ccc(C(=O)O)cc3)nnc2-c2ccncc2)cc1	-0.1%	-0.83	1428	·	·	i	·	-0.8%	-4.7	695	·	·	·	0.636	-0.213	0.173	-0.365
CCOc1ccc(-c2nnc3ccc(SCC(=O)Nc4cc(C)on4)nn23)cc1	-5.3%	-0.75	1578	i	-1.4	i	-1.1%	-0.5%	-3.4	705	4.3	2.9	7.2	-0.712	-0.157	-0.417	0.713
N/C(=N\OC(=O)c1ccccc1Cl)c1ccncc1	4.3%	-0.2	1607	i	6.4	i	0.3%	-3.3%	28.0	702	4.9	3.8	2.2	0.0354	-0.238	0.124	0.609
CCN(CC)CCN(C(=O)CCOc1ccccc1)c1nc2c(F)cc(F)cc2s1	0.5%	0.04	1177	i	4.5	i	1.0%	-0.9%	-2.3	722	5.1	2.5	3.4	1.58	-0.316	1.3	-0.831
Cn1c(=O)c2cc(S(=O)(=O)NC(C(=O)N3CCCCCC3)c3ccccc3)ccc2n(C)c1=O (centres undefined)	1.1%	-0.04	935	i	3.2	i	0.5%	4.8%	·	·	2.0	3.9	10.8	-1.09	-0.2	-0.624	0.484
CCCN1C(=O)/C(=C/c2c(NCCCOC(C)C)nc3c(C)cccn3c2=O)SC1=S	2.0%	·	·	+	4.9*	i	-2.3%	-6.7%	·	·	1.9	2.0	9.0	-4.62	6.19	-0.118	0.89
CC1CCC/C(=C\Nc2ccc3c(c2)OCO3)C1=O (centres undefined)	14.9%	0.23	961	i	-1.8	i	-1.1%	20.8%	·	·	2.3	5.0	8.9	-0.86	0.209	0.104	0.00768
COc1ccc(Nc2nnc(-c3ccccc3)c3ccccc23)cc1C(=O)N1CCCCC1	4.5%	0.23	2291	i	10.0	i	0.1%	7.3%	21.2	567	3.9	2.8	5.3	0.249	0.00639	0.703	-0.172
C=C(C)c1cccc(C(C)(C)NC(=O)NCC2COCCO2)c1 (centres undefined)	-5.1%	·	·	i	12.6	i	-2.1%	-1.6%	-0.4	789	1.7	2.7	11.8	-0.744	-0.196	-0.204	0.383
COC(=O)c1cc(C(=O)Nc2nnc(C3CC3)s2)cc([N+](=O)[O-])c1	28.1%	1.52	1190	i	-4.6	i	-0.1%	9.7%	-2.3	665	3.8	2.9	3.4	-0.673	-0.315	-0.591	0.178
Cc1ccc2c(c1)N(CC(=O)N1CCc3ccccc3C1)C(=O)CO2	-6.1%	-0.03	1124	i	-4.0	i	-1.8%	4.7%	·	·	3.7	3.0	8.0	-0.657	-0.33	-0.0908	0.429
Cc1ccccc1OCC(=O)Nc1cc(S(=O)(=O)N2CCCCC2)ccc1N1CCN(C)CC1	-2.5%	-2.01	1419	i	23.5	i	0.3%	2.4%	-2.6	697	2.1	1.9	11.4	-0.159	-0.185	-0.0737	0.744
CC(=O)c1ccc(NC(=S)NCc2ccc(Cl)cc2Cl)cc1	11.9%	0.19	1507	i	23.1	i	-0.9%	-0.9%	2.7	695	2.5	1.7	4.4	-0.392	-0.298	-0.13	0.812
O=C1CC(N2CCN(c3ccccc3)CC2)C(=O)N1c1ccc2c(c1)OCO2 (centres undefined)	-2.1%	1.06	1566	i	10.7	i	-0.1%	0.9%	18.1	724	1.8	1.8	8.7	-0.585	0.466	-0.193	0.594
COc1ccc(C2CC(c3ccccc3)=NN2C(=O)COC(=O)COc2ccccc2)cc1 (centres undefined)	-0.1%	-0.13	1615	i	12.8	i	0.2%	1.5%	0.5	672	2.0	1.5	1.8	-0.456	-0.28	-0.121	0.774
COc1cc(C(=O)N2CCN(c3cc(Cl)ccc3Cl)CC2)cc(OC)c1OC	1.9%	·	·	·	·	i	·	1.2%	-5.8	605	9.5	49.4	42.5	2.12	0.116	1.77	-1.53
CCOC(=O)C1(S(=O)(=O)c2ccccc2)CCN(Cc2ccc(Cl)cc2)CC1	-8.5%	-1.4	962	i	15.4	i	-0.9%	-8.1%	·	·	4.2	1.5	7.4	-0.0168	-0.222	0.612	0.389
CC1=NNC(=O)C1CCC(=O)N/N=C\c1ccc(Cl)c(Cl)c1 (centres undefined)	15µM*	1	1143	i	-0.1	i	-1.5%	1.3%	-7.2	705	2.2	3.1	3.1	-1.42	-0.309	-0.674	1.03
O=C(Cn1ncc(Cl)c(Cl)c1=O)c1ccc(Cl)cc1	-9.0%	·	·	i	52.1	·	-3.6%	2.6%	-6.4	736	1.7	1.3	5.1	-3.99*	0.312*	-1.85*	-0.373*
O=C1NC2(CCSC2)C(=O)N1CC(=O)N(Cc1ccccc1)C1CCS(=O)(=O)C1 (centres undefined)	-1.1%	-1.53	1020	·	·	i	·	-3.5%	0.0	715	·	·	·	-0.283	-0.168	-0.0968	0.371
CCCn1c(N)cc(=O)n(CCC)c1=O	-6.8%	-0.94	1224	i	29.0	i	·	-3.8%	-20.9	716	2.0	3.1	3.9	2.07	-0.171	1.76	-2.59

(next part)
SMILES	P. falciparum M17LAP	Insulin prom up	Insulin prom up cell count	Autophagy HCS	Autophagy HCS cell loss 18 h	Yfh1-off respiration	CSM14.1 death rescue	P. falciparum M1AAP	Lipid droplet	Lipid droplet cells 6.5 µM	MT stabilizer	MT stabilizer Hoechst-high %	MT stabilizer cytotoxicity %	Dynein transport	Dynein transport cytoplasmic EGFP	Dynein transport nuclear GR-EGFP	Dynein transport cell count
C=CC(c1ccccc1)C(C(=O)c1ccccc1)N(C)C (centres undefined)	-3.4%	1.18	1103	i	1.2	i	-0.7%	-2.1%	-4.7	704	2.1	2.0	5.3	0.542	-0.321	0.207	0.426
c1ccc2c(c1)nc(N1CCN(C3CCCCC3)CC1)c1nnnn12	-5.9%	0.61	1277	i	4.9	i	·	-4.2%	10.3	715	6.1	1.4	8.7	-0.0294	-0.216	0.467	0.15
Cc1ccc(NC(=O)C2CC(=O)NC(N3CCCCC3)=N2)cc1Cl (centres undefined)	1.2%	0.7	1279	i	-8.1	i	-2.1%	8.2%	-2.1	733	2.7	0.8	3.3	-0.382	-0.23	-0.163	-0.529
O=C(Nc1nnc(-c2ccc(Cl)s2)o1)C1CC1	14.7%	·	·	i	-3.2	i	-1.9%	2.0%	-13.5	725	4.7	3.4	4.5	-0.723	-0.382	-0.668	1.2
Cc1cc(SCC(=O)Nc2ccccc2)n2ncc(-c3ccccc3)c2n1	3.3%	-0.29	1351	·	·	i	·	2.1%	·	·	·	·	·	-0.802	-0.237	-0.584	1.08
CCOC(=O)c1ccc(S(=O)(=O)N2CCC(C(=O)OCC)CC2)cc1	-1.1%	0.16	1541	i	-0.9	i	-1.6%	1.0%	·	·	8.3	1.8	4.8	1.9	-0.366	1.29	-0.641
O=C(O)CSc1cnc2ccccc2n1	-2.1%	0	893	i	-11.2	i	-0.5%	1.9%	-13.0	786	1.4	1.0	6.9	0.797	-0.146	0.649	-0.855
COc1ccc(OCCCC(=O)Nc2cccc(C(C)=O)c2)cc1	0.7%	1.5	1516	i	11.9	i	-0.3%	4.1%	8.0	665	3.8	2.1	6.0	0.282	-0.0359	0.389	-1.23
COc1ccc(C(=O)Oc2ccc(/C=N/NC(=O)c3ccccc3OC)cc2[N+](=O)[O-])cc1	0.7%	-0.05	1351	i	25.7	i	-1.7%	3.0%	-9.7	691	5.8	2.0	5.9	0.478	-0.223	0.805	-0.442
O=C(NCc1cccnc1)C1CCC(CNS(=O)(=O)c2cccc3nsnc23)CC1 (centres undefined)	-7.7%	-0.79	1011	·	·	i	·	2.2%	-8.7	690	·	·	·	-0.000179	-0.233	0.495	0.506
